Bioassay records as filed in PubChem.
OX1R antag-1: OX1R (HCRTR1) antagonists, primary screen, fluorescence, CHO/OX1R cells, Fluo-8 calcium, orexin A; Orexin/Hypocretin receptor type 1 (Homo sapiens), O43613; Fluo-8 calcium fluorescence; inhibition, % at 5 µM; 330,000 tested, 0.43% active; AID 434989, 2010;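 active = inhibition above its plate's threshold, mean inhibition of all tested compounds on the plate plus 3 SD, cut at about 37% in these data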;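 note: 0% = orexin A challenge wells and 100% = SB-334867-A antagonist wells; not every result past the cut was called active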
Target sequence (O43613 whole entry, looked up): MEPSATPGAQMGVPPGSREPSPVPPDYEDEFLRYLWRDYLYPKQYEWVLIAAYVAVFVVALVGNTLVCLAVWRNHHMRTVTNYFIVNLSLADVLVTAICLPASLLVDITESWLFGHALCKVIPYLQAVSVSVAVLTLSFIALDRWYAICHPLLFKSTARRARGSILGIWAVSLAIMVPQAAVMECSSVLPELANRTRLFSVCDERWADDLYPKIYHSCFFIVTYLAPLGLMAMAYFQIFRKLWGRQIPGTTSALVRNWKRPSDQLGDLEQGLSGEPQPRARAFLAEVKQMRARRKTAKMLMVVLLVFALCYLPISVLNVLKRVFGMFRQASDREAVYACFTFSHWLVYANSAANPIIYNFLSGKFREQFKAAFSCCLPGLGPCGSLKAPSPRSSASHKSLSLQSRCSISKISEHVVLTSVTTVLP
OX1R antag-2: antagonists of human orexin 1 receptor (OX1R). Orexin/Hypocretin receptor type 1 (Homo sapiens), O43613. OX1R-expressing cells, FRET antagonist read-out. inhibition, % at 6.6 µM. 330,000 tested, 1.8% active. AID 485270, 2010; in the data active = inhibition mostly above about 38%, no sharp cut-off; inactive = mostly below about 40%;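 note: 0% = agonist challenge alone and 100% = reference antagonist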
* = called active by the depositor.

The line under a structure holds: OX1R antag-1	OX1R antag-2
> COc1ccccc1-c1ocnc1C(=O)N1CCN(C(=O)C(c2ccccc2)c2ccccc2)CC1
 : -23	17
> CC(=O)c1c(C)c2c(n1CCN(C)C)CCCC2
 : -8	2
> O=C1CCCC2=C1C1(CCCCC1)N=C(Nc1nc3ccccc3o1)N2
 : -30	23
> CC(C(=O)NCc1ccc2c(c1)OCO2)N(c1ccccc1)S(C)(=O)=O (centres undefined)
 : -8	5
> NS(=O)(=O)c1cccnc1Nc1cccc(Cl)c1Cl
 : 1	17
> O=C1C2CCCN2C(c2cccc(Br)c2)N1c1ccc(F)cc1 (centres undefined)
 : -15	16
> O=C1OCCC1Sc1nnc(-c2ccco2)n1-c1ccccc1 (centres undefined)
 : -17	31
> CCOC(=O)c1c(N)n(C2CC(C)(C)NC(C)(C)C2)c2nc3ccccc3nc12
 : -24	8
> CC1C(=O)Nc2ccccc2N1C(=O)c1cccc(C(F)(F)F)c1 (centres undefined)
 : -16	-4
> CCCCn1c(N)c(N(CC(C)C)C(=O)c2ccc(S(=O)(=O)N(CC)c3ccccc3)cc2)c(=O)[nH]c1=O
 : -2	15

In a second layout: four of the compounds above
OX1R antag-1 | OX1R antag-2 | SMILES
-30 | 23 | O=C1CCCC2=C1C1(CCCCC1)N=C(Nc1nc3ccccc3o1)N2
-8 | 5 | CC(C(=O)NCc1ccc2c(c1)OCO2)N(c1ccccc1)S(C)(=O)=O (centres undefined)
1 | 17 | NS(=O)(=O)c1cccnc1Nc1cccc(Cl)c1Cl
-15 | 16 | O=C1C2CCCN2C(c2cccc(Br)c2)N1c1ccc(F)cc1 (centres undefined)

(cont.)
The line under a structure holds: OX1R antag-1	OX1R antag-2
> C/C(Cn1cnc([N+](=O)[O-])n1)=N\NC(=O)c1ccc(O)cc1O
 : -23	18
> CCC(C)C1Nc2ccc(C(=O)NCCc3ccc(OC)c(OC)c3)cc2NC1=O (centres undefined)
 : -23	13
> Cc1c(C(=O)N2CCN(c3ccccn3)CC2)oc2c1C(=O)CC(C)(C)C2
 : -8	25
> CC(=O)OCC1(C)CN(c2ccccc2)N(C(C)=O)C1=O (centres undefined)
 : -21	16
> Cc1cc(OC(C)C(=O)NCCCN2CCOCC2)c2c(C)cc(=O)oc2c1 (centres undefined)
 : -1	5
> COc1ccc(C(=O)N(c2ccccn2)C2CCCCC2)c(OC)c1
 : -21	8
> Clc1ccc(CSc2nnc(-c3sccc3-n3cccc3)o2)cc1
 : -4	51
> COc1ccc(-c2nc3n(n2)C(=O)CC(c2ccco2)S3)cc1 (centres undefined)
 : -23	8
> COc1ccc(C2=NOC(Cn3nc(-c4ccccc4)cc3C(=O)NCc3ccco3)C2)cc1 (centres undefined)
 : -5	4
> COCCNCC(=O)NCC12CC3CC(CC(C3)C1)C2
 : -16	22
> COc1ccccc1-n1c(SCc2cc(=O)oc3cc(O)ccc23)nc2ccccc2c1=O
 : 0	16
> CCC(C)(C)NC(=O)C(c1ccccc1Cl)N(C(=O)CCC(=O)Nc1cc(C)on1)c1ccc(NC(C)=O)cc1 (centres undefined)
 : -19	-1
> O=P(O)(OCc1ccccc1)OCc1ccccc1
 : -10	7
> COc1ccccc1NC1=CC(=O)CC(c2ccccc2)C1 (centres undefined)
 : -21	17
> Cc1ccc(S(=O)(=O)N2CCCCC2)cc1C(=O)NCc1ccccn1
 : -2	1
> CC(=O)c1cccc(NC(=O)c2ccc3ccccc3c2)c1
 : -21	8
> O=C(CSc1nc2cc(Cl)ccc2o1)c1cccs1
 : -24	47
> CCOC(=O)N1CCN(CC(O)c2ccc3cc[nH]c3c2)CC1 (centres undefined)
 : -22	10
> CC(C)Oc1ccc(C2CC(=O)N(c3ccccc3)C2=O)cc1 (centres undefined)
 : -13	20
> O=C(O)CN1C(=O)/C(=C\c2cc(Br)ccc2OCc2ccc(F)cc2)SC1=S
 : -5	-1
> Cn1cccc1/C=C1\SC(=O)N(c2ccccc2)C1=O
 : -15	16
> c1ccc(N=C(c2cccs2)N2CCOCC2)cc1
 : -6	3
> O=C(COC(=O)c1ccc(Cl)c(S(=O)(=O)NCc2ccccc2)c1)NCC1CCCO1 (centres undefined)
 : -21	3
> CC1=Nn2c(nc(-c3ccccc3)c2-c2ccccc2)N(CC(N)=O)C(=O)C1
 : -4	14
> Cc1ccc(NNC(=O)c2cc(C)on2)c(C)c1
 : -13	4
> Cc1nc2ccccc2c(=O)n1/N=C/c1ccccc1Cl
 : -11	6
> O=C(CCOc1ccccc1)Nc1ccccc1
 : 0	11
> CCOC(=O)c1nn(-c2ccc(F)cc2)c(C)c1C(C)=O
 : -16	22
> N#Cc1cc2ccccc2nc1SCC(=O)Nc1ccc(S(=O)(=O)N2CCCC2)cc1
 : 20	6
> Cc1cc(C)c2nc(NCCCNC(=S)NCCCN(C)C)c(C#N)cc2c1
 : -8	11
> O=C(CN1C(=O)CC(c2ccccc2)S(=O)(=O)c2ccccc21)N1CCCCC1 (centres undefined)
 : -21	1
> Cc1cccc(NC(=O)C(=O)N/N=C/c2ccncc2)c1
 : -27	10
> CN(Cc1cnn(C)c1)C(=O)CC1C(=O)NCCN1Cc1cccc(Oc2ccccc2)c1 (centres undefined)
 : -19	-14
> CN1CCN(c2nc(-c3ccc(C(C)(C)C)cc3)nc3ccccc23)CC1
 : -16	-2
> C/C(Cc1ccccc1)=N\NC(=O)CNC(=O)c1cccc(Br)c1
 : -22	15
> CC(=O)c1c(C)n([O-])c2cc(F)c(F)cc2[n+]1=O
 : -2	81*
> O=C(NCC1OCCc2ccccc21)c1cc(COc2ccc(F)cc2Cl)on1 (centres undefined)
 : -6	17
> COc1ccc(C(=O)c2c(C)c3cc(C)ccc3n2CC(O)CN2CCOCC2)cc1 (centres undefined)
 : -26	4
> Cc1nc2ccc(NC(=O)c3ccc(Cl)c(S(=O)(=O)N(C)c4ccccc4)c3)cc2s1
 : 28	50
> CC(C)(C)NC(=O)CN(C(=O)C(=O)Nc1ccc2c(c1)OCCO2)C1CCCC1
 : -16	10
> Cc1nc(-c2ccc(Cl)cc2)sc1C1(C)CC(c2cccc(F)c2)=NO1 (centres undefined)
 : -18	2
> CCOC(=O)c1sc2nccc(N(C)C)c2c1N=CNOC
 : -33	35
> Fc1ccc(Cn2nnnc2C(c2ccc(Cl)cc2)N2CCSCC2)cc1 (centres undefined)
 : -23	14
> Cc1cc(C)nc(N2CCC(C(=O)NNC(=O)Cc3ccccc3)CC2)n1
 : -24	6
> O=Cc1cn[nH]c1-c1ccccc1
 : -8	24
> Cn1cccc1C(=O)OCC(=O)c1c[nH]c2ccccc12
 : 8	7
> O=C(O)CC(NC(=O)Nc1ccccc1)c1ccc(OC2CCCC2)cc1 (centres undefined)
 : 2	4
> Cc1ccc(N/N=C/c2ccc(N3CCOCC3)cc2)cc1C
 : -23	10
> CCN(C(=O)COC(=O)Cc1ccc(F)cc1)c1c(N)n(Cc2ccccc2)c(=O)[nH]c1=O
 : -17	7
> Cc1nn(Cc2cccc(C(=O)Nn3cc([N+](=O)[O-])cn3)c2)c(C)c1[N+](=O)[O-]
 : -17	10

Next compounds follow:
The line under a structure holds: OX1R antag-1	OX1R antag-2
> CCN(CC)C(=O)CSc1nc(OC)cc(=O)[nH]1
 : -7	7
> COc1cccc(C(=O)OCC(=O)N2CCC(Cc3ccccc3)CC2)c1OC
 : -13	-3
> O=C(NCc1ccco1)C1CCCN1S(=O)(=O)c1ccc2ccccc2c1 (centres undefined)
 : -30	23
> COc1cc(C2NC(=O)c3ccccc3O2)cc(OC)c1OC (centres undefined)
 : -14	7
> O=C(c1cccs1)N1CCCC(c2nc3c(nnn3Cc3cccc(Cl)c3)c(=O)[nH]2)C1 (centres undefined)
 : -23	7
> O=C(/C=C/c1ccc(Br)o1)Nc1nccs1
 : -11	-3
> C/C(CC(=O)Nc1ccc(F)cc1F)=N\NC(=O)C(=O)N1CCCCC1
 : -11	18
> Cc1cccc(C)c1NC(=O)CN1CCN(C(=O)c2ccc(OCc3cn4ccccc4n3)cc2)CC1
 : -32	2
> COCCCNC(=S)NNC(=O)c1ccc(S(=O)(=O)N2CCC(C)CC2)cc1
 : -16	7
> CCN(CC)CCc1c(C)[nH]c(C(=O)OCc2ccccc2)c1C
 : -5	12
> CCOc1ccc2cc(C3CC(c4ccco4)=NN3S(C)(=O)=O)c(=O)[nH]c2c1 (centres undefined)
 : -15	12
> COc1ccc([N+](=O)[O-])cc1-n1cnnn1
 : -9	43
> CCOC(CNC(=O)c1ccc2c(c1)ncn2-c1ccc(F)c(F)c1)OCC
 : -15	4
> COc1ccc(CC(=O)NCC(=O)N/N=C/c2ccc(C)o2)cc1
 : -5	6
> Cc1ccccc1NC(=O)Cc1nnc(SCC(=O)NC2CCCCC2)n1C
 : 6	11
> COc1ccccc1N1CCN(Cc2ccc(Br)o2)CC1
 : -28	12
> Cc1ccc(S(=O)(=O)NC(C(=O)N2CCOCCOCCOCCOCC2)C(C)C)cc1 (centres undefined)
 : -15	21
> O=c1[nH]c2ccc(Cl)cc2c(-c2ccccc2)c1N1CCN(c2ccccn2)CC1
 : -12	21
> COc1ccccc1CCNC(=O)NC1CCCCC1
 : -6	1
> COc1cccc(CNC(=O)Cn2cc3c(n2)CCCCC3)c1
 : -9	0
> Cc1ccc(S(=O)(=O)N2CCN(C(=O)CNC(=O)c3ccc(Br)o3)CC2)cc1
 : -22	8
> CC(C)c1[nH]c(=O)c(C#N)c2c1CSC(C)(C)C2
 : -8	22
> Cc1ccc(Nc2nc(N)nc(CSc3nnnn3-c3ccccc3)n2)cc1
 : -20	23
> COC(=O)c1ccccc1C(=O)N1CC(O)CO1 (centres undefined)
 : -17	-1
> CC1CCc2nc3ccc(S(=O)(=O)N4CCC(C(=O)NCc5ccccc5Cl)CC4)cc3c(C(=O)O)c2C1 (centres undefined)
 : -18	11
> CC(=O)N1CCN(c2ccc(NC(=O)c3ccccc3C)cc2)CC1
 : 3	22
> CCCCn1c(N)c(N(CC(C)C)C(=O)C2CC(=O)N(c3ccccc3C(C)CC)C2)c(=O)[nH]c1=O (centres undefined)
 : -18	2
> COc1cc(OC)cc(-c2c(C#Cc3ccsc3)c3cc(-c4cccc5[nH]ccc45)ccc3n2C)c1
 : 10	4
> CN1CCN(c2ccc(S(=O)(=O)N3CCCCC3)cc2NC(=O)/C=C/c2ccc(OC(F)F)cc2)CC1
 : -14	2
> COc1cccc(NC(=O)CC2Oc3ccccc3NC2=O)c1 (centres undefined)
 : -28	3
> C=CCn1c(=O)c(C(=O)NCc2ccccc2)c(O)c2ccccc21
 : -51	13
> CN(C)c1cccc(C(=O)N/N=C/c2ccccc2F)c1
 : -20	30
> CN=c1nc(-c2ccccc2)n(-c2ccccc2)s1
 : -27	12
> Cc1ccc(NC(=O)CN2C(=O)COc3ccc(C)cc32)nc1
 : -24	7
> Cc1cc(=O)c(C(=O)O)nn1-c1ccccc1Cl
 : -21	9
> CCc1nc2ccc(C(=O)N(C)CC(=O)Nc3ccccc3C(F)(F)F)cc2nc1CC
 : -37	2
> COCCCN1C(=O)C(=O)/C(=C(/O)c2ccc(S(=O)(=O)N3CCOCC3)cc2)C1c1cccc(Cl)c1 (centres undefined)
 : -19	14
> Cc1cccc(NC(=S)Nc2cccc3ccccc23)c1
 : -19	24
> Cc1ccc(C2(C)NC(=O)N(CC(=O)Nc3nc(-c4ccccn4)cs3)C2=O)cc1 (centres undefined)
 : -3	14
> COc1ccccc1-n1cnnc1SC(C)C(=O)NCC1CCCO1 (centres undefined)
 : -3	8
> CCc1ccc(OCC(=O)NNC(=O)c2c(CC)noc2C)cc1
 : -2	1
> O=C(NC(Cc1ccccc1)C(=O)O)/C(=C\c1ccc(Cl)cc1)NC(=O)c1ccco1 (centres undefined)
 : 0	28
> N#C/C(=C\c1ccc(-c2ccccc2)o1)C(=O)Nn1cnnc1
 : -15	15
> CCOc1cc(C(N)=O)cc(Br)c1OC
 : -13	10
> CCCOc1ccc(C(=O)NCC(c2ccco2)N(C)C)cc1OC (centres undefined)
 : -2	2
> OC1(CC#CCN2CCCCC2)c2ccccc2-c2ccccc21
 : -19	4
> CCOC(=O)C1(Cc2cccc(Cl)c2)CCCN(C(=O)CCC(=O)N(C)C)C1 (centres undefined)
 : -7	11
> Cc1nn(C)c(Cl)c1CN1CCN(CC(C)C)C(CCO)C1 (centres undefined)
 : -17	20
> Cc1cc(NC(=O)CSc2nnnn2-c2ccc(C(C)C)cc2)no1
 : -20	18
> CC(C)(C)C(=O)CSc1ccc(S(=O)(=O)N2CCN(Cc3ccccc3)CC2)cn1
 : -8	2

Quoted at random: three entries already listed
The line under a structure holds: OX1R antag-1	OX1R antag-2
> N#C/C(=C\c1ccc(-c2ccccc2)o1)C(=O)Nn1cnnc1
 : -15	15
> CC(C)(C)C(=O)CSc1ccc(S(=O)(=O)N2CCN(Cc3ccccc3)CC2)cn1
 : -8	2
> CCOc1cc(C(N)=O)cc(Br)c1OC
 : -13	10

(listing goes on)
The line under a structure holds: OX1R antag-1	OX1R antag-2
> COc1cc(C(=S)N2CCOCC2)cc(OC)c1OS(=O)(=O)c1ccc(NC(C)=O)cc1
 : -7	11
> COc1cc(/C=C2\C(=O)N(c3ccc(S(N)(=O)=O)cc3)N=C2C)ccc1OC(=O)c1ccco1
 : -5	11
> Nc1[nH][nH]c(=O)c1N=Nc1cccc(Cl)c1
 : -23	33
> COc1ccc2[nH]c3c(=O)n4c(nc3c2c1)SCCC4
 : -10	7
> C=CCn1c(=O)/c(=C2/Sc3cc(OC)ccc3N2C)s/c1=C1\C(=O)N(CC)C(=S)N1C
 : -27	7
> CCOC(=O)c1c(CSc2ccccc2)oc2cc(Br)c(O)c(CN(C)C)c12
 : -24	7
> CCOC(=O)C1=CN(Cc2ccc(OC)cc2)C=C(C(=O)OCC)C1c1cccs1
 : -3	24
> O=C(OCC(=O)N1CCN(c2ccccc2)CC1)c1ccc(Cl)cc1[N+](=O)[O-]
 : -34	22
> COC(=O)c1c(C(=O)OC)c(-c2ccc(Cl)c(Cl)c2)n2c1CCC2
 : -16	24
